# Compound activity (PubChem)
# Tb PGK inh – blocks T. brucei phosphoglycerate kinase; P07378; PGK/GAPDH coupled, Kinase-Glo luminescence, 60 min; Potency, µM (top dose mostly 57.5 µM), without a hit: at the highest dose activity change, negative = inhibition, most hits filed as inhibitors; hit rate 0.043% among 380,000; further: potency means the concentration at half of the fitted maximal effect; on the % scale 0 is the no-effect control and ±100 the full control effect; nearly all actives have a fitted effect of over 60% in size
#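 Recombinant glycosomal PGK reaction used 1,3-bisphosphoglycerate generated in-well by GAPDH (100nM final) in 100mM TEA pH 7.6, 5mM MgCl2, 0.01% Tween-20. After 60 minutes at room temperature, ATP was read by Kinase-Glo Plus luminescence end-point.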
# JMJD2A Tudor – blocks the human JMJD2A Tudor domain; Potency, µM (series often up to 114 µM), for inactives: at the highest dose activity change, negative = inhibition, actives largely listed as inhibitors; hit rate 4.4% among 390,000; AID 504339; AlphaScreen JMJD2A-Tudor / H3K4me3 peptide binding; further: potency means the concentration at half of the fitted maximal effect; on the % scale 0 is the no-effect control and ±100 the full control effect; nearly all actives have a fitted effect of over 50% in size
# Target sequence (O75164 whole entry, looked up, the tested form may be a part): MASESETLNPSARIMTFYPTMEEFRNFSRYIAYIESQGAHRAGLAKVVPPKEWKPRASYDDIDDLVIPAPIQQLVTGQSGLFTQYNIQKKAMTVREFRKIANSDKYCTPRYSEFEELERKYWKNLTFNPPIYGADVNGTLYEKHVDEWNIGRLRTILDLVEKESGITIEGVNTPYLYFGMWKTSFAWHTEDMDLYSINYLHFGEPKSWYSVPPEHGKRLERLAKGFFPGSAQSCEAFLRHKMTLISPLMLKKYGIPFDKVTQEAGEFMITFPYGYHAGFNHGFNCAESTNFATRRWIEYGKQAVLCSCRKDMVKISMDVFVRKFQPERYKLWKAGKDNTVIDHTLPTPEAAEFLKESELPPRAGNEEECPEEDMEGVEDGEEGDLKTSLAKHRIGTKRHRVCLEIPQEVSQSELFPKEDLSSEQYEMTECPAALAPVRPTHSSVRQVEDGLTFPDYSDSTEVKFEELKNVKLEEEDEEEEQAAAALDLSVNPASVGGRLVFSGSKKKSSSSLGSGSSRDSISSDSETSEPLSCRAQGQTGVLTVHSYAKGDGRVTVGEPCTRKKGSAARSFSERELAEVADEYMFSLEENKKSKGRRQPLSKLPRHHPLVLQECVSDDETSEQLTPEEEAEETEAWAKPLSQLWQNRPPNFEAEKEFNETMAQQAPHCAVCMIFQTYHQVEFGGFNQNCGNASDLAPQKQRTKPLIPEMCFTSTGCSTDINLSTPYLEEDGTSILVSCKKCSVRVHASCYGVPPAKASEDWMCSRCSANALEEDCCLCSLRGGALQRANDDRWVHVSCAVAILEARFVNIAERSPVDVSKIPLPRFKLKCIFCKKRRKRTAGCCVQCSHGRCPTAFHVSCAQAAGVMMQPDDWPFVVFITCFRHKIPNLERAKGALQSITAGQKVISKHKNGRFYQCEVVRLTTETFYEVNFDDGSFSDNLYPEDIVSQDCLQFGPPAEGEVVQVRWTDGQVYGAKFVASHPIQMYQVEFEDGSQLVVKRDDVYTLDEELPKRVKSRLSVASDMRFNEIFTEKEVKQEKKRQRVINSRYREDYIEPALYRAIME
# POLH inh – blocks human DNA polymerase eta activity. Q9Y253. recombinant Pol eta, fluorescent DNA replication assay. Potency, µM (series often up to 114 µM), for inactives: top-dose activity change, negative = inhibition, actives largely listed as inhibitors. hit rate 1.2% among 390,000. AID 588591; further: potency means the concentration at half of the fitted maximal effect; on the % scale 0 is the no-effect control and ±100 the full control effect
#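 Fluorescent replication assay: 50 nM final substrate added after a 15 min room-temperature compound preincubation with 10 nM enzyme. Signal taken at 0 min and again at 10 min.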
# GLS inhibitor – blocks human kidney-isoform glutaminase activity; O94925; GLS enzymatic activity, qHTS titration; Potency, µM (titrated, usually from 45.5 µM), for the others: at the highest dose activity change, negative = inhibition, usual class: inhibitors; hit rate 0.21% among 410,000; AID 624170; further: potency means the concentration at half of the fitted maximal effect; on the % scale 0 is the no-effect control and ±100 the full control effect
#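 Coupled fluorescence readout: glutamate oxidase/HRP/Amplex Red detect glutamate formed by hKGA from L-glutamine (1 mM solution added). Buffer 45 mM KH2PO4 pH 8.2, 0.02% Tween-20; reads at t0 and 30 min RT.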
# Pin1 inh – inhibitors of human Pin1; Pin1 FP peptide displacement, HiFluor488, 10 min; Potency, µM (doses to about 115 µM), for the others: at the top dose activity, negative = inhibition, usual class: inhibitors; hit rate 0.009% among 390,000; AID 504891; active means well fitted inhibition curve with a large enough effect in the polarisation, with a control signal flat, not every such curve was filed as active; inconclusive means small, poorly fitted or top-dose-only effect, or effect the other way, or a change in a side signal; inactive means no such curve, though single readings can be large or run the other way; the % refers to the polarisation; further: potency means the concentration at half of the fitted maximal effect; on the % scale 0 is the no-effect control and ±100 the full control effect
# HP1b chromo inh – inhibitors of HP1-beta chromodomain binding to methylated histone tails; P83916; AlphaScreen HP1-beta / biotin-H3K9me3 peptide binding; Potency, µM (top dose mostly 114 µM), inactives show at the highest dose activity change, negative = inhibition, actives largely listed as inhibitors; hit rate 0.56% among 390,000; AID 540317; further: potency means the concentration at half of the fitted maximal effect; nearly all actives have a fitted effect of over 70% in size; inactives centre near 23
#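 AlphaScreen: HP1-beta (50 nM) preformed 30 min with biotin-H3(1-18)K9me3 peptide (50 nM) in PBS pH 7.4, 0.01% Tween-20. Compound added for 30 min at RT, then streptavidin donor/nickel chelate acceptor beads (10 ug/mL) for 30 min.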
# G9a inh – inhibitors of human histone lysine methyltransferase G9a | Q96KQ7 | Potency, µM (series often up to 102 µM), inactives show at the top dose activity, negative = inhibition, actives largely listed as inhibitors | G9a H3K9 monomethylation, AlphaScreen, 2 h | AID 504332 | hit rate 8.8% among 350,000; further: potency means the concentration at half of the fitted maximal effect; on the % scale 0 is the no-effect control and ±100 the full control effect; nearly all actives have a fitted effect of over 75% in size
#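 Readings reflect AlphaScreen signal from monomethyl-H3K9 antibody detection. HMT at 20 nM; substrate b-H3K9 500 nM; cofactor SAM 20 uM; 2 h RT reaction; compounds tested as titrations in qHTS with 15 min preincubation.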
# PI4K2A block – inhibitors of human PI4K2A. activity change, negative = inhibition, % at 76.9 µM. hit rate 0.13% among 420,000. Q9BTU6. purified PI4K2A, ADP-Glo luminescence, 1 h; hits give low values. AID 1346378; in the data active means activity change below about -50%; inconclusive means mostly about -30% to -49%;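 further: -100% = wells without enzyme as full effect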
#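 PI4K2A activity was measured by ADP-Glo luminescence: enzyme (4 ug/mL stock) and phosphatidylinositol (1.2 mM stock) in Tris pH 7.5/MgCl2/EGTA/Triton X-100 buffer were reacted with ATP (300 microM stock) for one hour at ambient temperature.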
# BAZ2B block – BAZ2B (human) inhibition; Q9UIF8; AlphaScreen BAZ2B-H3K14Ac peptide displacement; Potency, µM (highest dose often 114 µM), without a hit: at the top dose activity change, negative = inhibition, hits mostly inhibitors; hit rate 4.4% among 360,000; further: potency means the concentration at half of the fitted maximal effect; on the % scale 0 is the no-effect control and ±100 the full control effect; nearly all actives have a fitted effect of over 60% in size
#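 Inhibition is scored as reduced AlphaScreen emission. The BAZ2B/b-H3(5-23)K14Ac complex (50 nM each) in PBS pH 7.4, 0.01% Tween-20 meets compound (up to 110 uM) for 30 min at RT before bead addition.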
# * = called active by the depositor; i = inactive; ? = inconclusive; nt = no result given; [ ] = remark or other dose. Unless noted, the call rests on the fitted dose curve; in most records, active means well fitted curve in the direction sought with a large enough effect; inconclusive means small, poorly fitted or top-dose-only effect, or another doubt; inactive means no such curve, though single readings can be large; an effect the other way counts as inactive or inconclusive.
# Assay codes – A = Tb PGK inh; B = JMJD2A Tudor; C = POLH inh; D = GLS inhibitor; E = Pin1 inh; F = HP1b chromo inh; G = G9a inh; H = PI4K2A block; I = BAZ2B block
> C/C(=C\c1ccccc1)C(=O)Nc1ccc(S(=O)(=O)Nc2ncccn2)cc1
  A = -2%	B = -16%	C = 1%	D = -2%	E = 1%	F = 22%	G = -6%	H = -5	I = 6%
> O=C(COc1ccccc1F)OCc1cc(=O)n2nc(-c3cccs3)sc2n1
  A = 3%	B = -27%	C = -28%	D = -15%	E = ?	F = 0%	G = 32%[59 µM]	H = -15	I = -24%
> CCOc1ccc(Cl)cc1CSc1ncn[nH]1
  A = -1%	B = -15%	C = -4%	D = 4%	E = -2%	F = 38%	G = -9%	H = -3	I = -2%
> Cc1cc(C)c2c(n1)nn1c(C3CC3)cc(C(F)(F)F)nc21
  A = -3%	B = -17%	C = -17%	D = 7%	E = ?	F = 27%	G = nt	H = 4	I = nt
> Cc1cnc(C=O)c2cccc([N+](=O)[O-])c12
  A = -12%	B = nt	C = -1%	D = 6%	E = nt	F = nt	G = nt	H = 9	I = nt
> CCCCn1nc2cc(C(=O)N(CC)c3ccc(OC)cc3)ccc2c1OCC
  A = -1%	B = -8%	C = -10%	D = 0%	E = 10%	F = 32%	G = 10%[59 µM]	H = -3	I = 6%
> COc1ccc(-c2nnc(SCC(=O)NC(C)c3ccccc3)o2)cc1 (stereo not given)
  A = -1%	B = -23%	C = -12%	D = 1%	E = 2%	F = 40%[activator]	G = -7%	H = 4	I = -5%
> Cc1ccccc1Nc1cc(C(=O)NCCc2ccc(Cl)cc2)c2ccccc2n1
  A = i	B = -17%	C = -3%	D = -2%	E = 3%	F = 29%	G = 5%[59 µM]	H = 5	I = nt
> Cn1c(SCc2ccc(Br)cc2)nc2c(c1=O)SCC2
  A = 3%	B = ?	C = -23%	D = -7%	E = 9%	F = -14%	G = ?	H = 3	I = ?
> C=CCn1c(SCC(=O)c2[nH]c(C)c(C(C)=O)c2C)nnc1-c1ccncc1
  A = 0%	B = -3%	C = -6%	D = -3%	E = 1%	F = 20%	G = -29%[59 µM]	H = 13	I = -30%
> CCOC(=O)c1ccc(NC(=O)CSc2cn(CC(=O)N3CCCC3)c3ccccc23)cc1
  A = i	B = -26%	C = -15%	D = 7%	E = -1%	F = 27%	G = -12%[59 µM]	H = -3	I = -27%
> Cc1ccc(S(=O)(=O)N2CCC[C@H]2C(=O)Nc2ccccc2Cl)cc1
  A = 6%	B = 5%	C = -10%	D = -19%	E = 0%	F = 14%	G = nt	H = 2	I = nt
> O=S(=O)(c1ccccc1)N(Cc1ccccc1)c1ccccn1
  A = -8%	B = 24%	C = -18%	D = -5%	E = 2%	F = 68%[activator]	G = 15%	H = -4	I = 19%
> O=C(Nc1nnc(S(=O)(=O)N2CCCC2)s1)c1cccc([N+](=O)[O-])c1
  A = 3%	B = -10%	C = -15%	D = 12%	E = ?	F = 40%[activator]	G = -12%	H = 0	I = -16%
> O=C1CCC(C(=O)N2CCCO2)CN1Cc1cccc(C(F)(F)F)c1 (stereo not given)
  A = 3%	B = 1%	C = -6%	D = 7%	E = 3%	F = 19%	G = 25%	H = 5	I = -3%
> O=C(/C=C/c1ccc(F)cc1)N1CCN(Cc2ccccc2)CC1
  A = 9%	B = -5%	C = 2%	D = -3%	E = -2%	F = 29%	G = nt	H = 4	I = nt
> CCS(=O)(=O)N1CCN=C1SCc1cccnc1
  A = -7%	B = -12%	C = -2%	D = -3%	E = 0%	F = 12%	G = 8%	H = 0	I = nt
> O=C(O)C1CCCN1c1ncccn1 (stereo not given)
  A = -7%	B = -5%	C = -16%	D = -4%	E = 0%	F = 32%	G = 3%[2.33 µM]	H = 4	I = 0%
> Cc1ccc(C)c(C2=CSC3=NCCN23)c1
  A = -3%	B = -16%	C = -14%	D = -5%	E = -2%	F = 27%	G = 10%[2.33 µM]	H = 3	I = -25%
> Cc1cc(C)cc(NS(=O)(=O)c2ccc3[nH]cc(C(=O)NC4CCCCC4)c(=O)c3c2)c1
  A = -5%	B = -28%	C = -16%	D = -7%	E = 21%	F = 16%	G = -34%[59 µM]	H = 4	I = nt
> Cc1nn(CC(=O)N2CCOCC2)c(C)c1[N+](=O)[O-]
  A = -2%	B = -14%	C = -1%	D = 6%	E = 0%	F = 18%	G = 21%[12.7 µM]	H = -15	I = -1%
> Cc1onc(-c2ccc(Cl)cc2Cl)c1-c1csc(COc2ccccc2)n1
  A = -1%	B = 107%[activator]	C = -14%	D = -16%	E = 4%	F = 80%[activator]	G = 340%[activator]	H = -6	I = 40%[activator]
> CCCCCOC(=O)CSc1ncnc2c1sc1nc(N3CCOCC3)c3c(c12)CCCC3
  A = -1%	B = 11%	C = -16%	D = -8%	E = -3%	F = 49%[activator]	G = 3%[59 µM]	H = -3	I = 3%

# A different layout for 5 compounds above.
mol	Tb PGK inh	JMJD2A Tudor	POLH inh	GLS inhibitor	Pin1 inh	HP1b chromo inh	G9a inh	PI4K2A block	BAZ2B block
Cc1onc(-c2ccc(Cl)cc2Cl)c1-c1csc(COc2ccccc2)n1	-1%	107%[activator]	-14%	-16%	4%	80%[activator]	340%[activator]	-6	40%[activator]
Cc1cc(C)c2c(n1)nn1c(C3CC3)cc(C(F)(F)F)nc21	-3%	-17%	-17%	7%	?	27%	nt	4	nt
Cc1cc(C)cc(NS(=O)(=O)c2ccc3[nH]cc(C(=O)NC4CCCCC4)c(=O)c3c2)c1	-5%	-28%	-16%	-7%	21%	16%	-34%[59 µM]	4	nt
Cn1c(SCc2ccc(Br)cc2)nc2c(c1=O)SCC2	3%	?	-23%	-7%	9%	-14%	?	3	?
COc1ccc(-c2nnc(SCC(=O)NC(C)c3ccccc3)o2)cc1 (stereo not given)	-1%	-23%	-12%	1%	2%	40%[activator]	-7%	4	-5%

# Some of these compounds in order of their number in GLS inhibitor, largest number first:
# Assay codes – A = Tb PGK inh; B = JMJD2A Tudor; C = POLH inh; D = GLS inhibitor; E = Pin1 inh; F = HP1b chromo inh; G = G9a inh; H = PI4K2A block; I = BAZ2B block
> CCOC(=O)c1ccc(NC(=O)CSc2cn(CC(=O)N3CCCC3)c3ccccc23)cc1
  A = i	B = -26%	C = -15%	D = 7%	E = -1%	F = 27%	G = -12%[59 µM]	H = -3	I = -27%
> CCOc1ccc(Cl)cc1CSc1ncn[nH]1
  A = -1%	B = -15%	C = -4%	D = 4%	E = -2%	F = 38%	G = -9%	H = -3	I = -2%
> Cc1ccccc1Nc1cc(C(=O)NCCc2ccc(Cl)cc2)c2ccccc2n1
  A = i	B = -17%	C = -3%	D = -2%	E = 3%	F = 29%	G = 5%[59 µM]	H = 5	I = nt
> O=C(/C=C/c1ccc(F)cc1)N1CCN(Cc2ccccc2)CC1
  A = 9%	B = -5%	C = 2%	D = -3%	E = -2%	F = 29%	G = nt	H = 4	I = nt

# An excerpt; the hit share may differ from the screen's.
